Lamin A splicing = qHTS Assay for Modulators of Lamin A Splicing | HeLa LMNA splicing GFP/RFP minigene ratio, 48 h | Potency, µM (series often up to 46.1 µM), without a hit: at the top dose ratio change, negative = inhibition, most hits filed as inhibitors | 200,000 compounds, 0.01% hits; active = well fitted inhibition curve with a large enough effect in the signal ratio, with a control signal flat, not every such curve was filed as active; inconclusive = small, poorly fitted or top-dose-only effect, or effect the other way, or a change in a side signal; the % refers to the signal ratio; note: % is set by controls: 0 for no effect and ±100 for the full control effect
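S3 HeLa cells stably expressing lamin A-EGFP splicing minigene plus DsRed2, 600 cells/well, 48 h compound exposure at 37C. Laser-scanning cytometry; analysed as GFP (500-530 nm)/RFP (575-640 nm) total intensity ratio; 0.5% DMSO vehicle.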
Epigenetic reg = Quantitative High-Throughput Screen for Regulators of Epigenetic Control. murine LDR cells, GFP reporter derepression, 30 h. Potency, µM (top dose mostly 53.9 µM), for inactives: top-dose GFP activation, hits mostly activators. 280,000 compounds, 0.2% hits. AID 1865, 2009; active = well fitted activation curve with a large enough effect; inconclusive = small, poorly fitted or top-dose-only effect; note: % of control where 0% means no effect; nearly all actives have a fitted effect of over 60% in size
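Derepression of a silenced CMV-GFP reporter in murine LDR cells is scored by enumerating GFP-positive cells with a laser-scanning microplate cytometer after 30 hours of treatment at 37 C.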
Numbers without * were called inactive; ? = inconclusive; [ ] = dose if it differs, or a comment. Potency is the fitted concentration of half-maximal effect. This is a subset; the hit share may differ from the screen's.

SMILES	Lamin A splicing	Epigenetic reg
COc1cc(C)c(C)cc1S(=O)(=O)Nc1cccc(-c2ccc(N3CCOCC3)nn2)c1	?	7.8%
CC(=O)c1cccc(NC(=O)CSc2nnc3ccc(-c4ccc(F)cc4)nn23)c1	?	-0.1%
O=C(NCCCN1CCCCC1)c1sc2ncccc2c1-n1cccc1	-5%[46 µM]	-0.9%
Cc1ccc(N2CC(C(=O)NCCS(=O)(=O)N3CCN(c4ccccc4)CC3)CC2=O)cc1 (stereo unspecified)	2%[46 µM]	2.5%
Cc1cccc(CCNC(=O)c2cnc3c(C)cccn3c2=O)c1	1%[46 µM]	-0.2%
COCCNC(=O)C(=O)NCC(c1cccnc1)N1CCN(c2ccccc2)CC1 (stereo unspecified)	?	2.5%
CCc1ccccc1NC(=O)c1sc(-n2nc(C)c(Cc3ccccc3)c2C)nc1C	?	-2.4%
O=C(Nc1cccc2c1CCCC2)N1CCOc2ccc(Cl)cc21	3%[46 µM]	0.0%
Cc1ccccc1OCC(=O)Nc1nnc(S(=O)(=O)N2CCCC2)s1	1%[46 µM]	0.8%
Cc1ccc2scc(N3CCCCC3C)c(=O)c2c1 (stereo unspecified)	-1%[46 µM]	-1.7%
O=C(NC1CC(=O)N(c2ccc(Cl)cc2)C1)C1CCCC1 (stereo unspecified)	17%[46 µM]	-0.6%
CSc1cccc(NC(=O)C(c2ccccc2)N2Cc3ccccc3C2=O)c1 (stereo unspecified)	?	-1.2%
CCC(Sc1nc2ccccc2c(=O)n1CCc1ccc(OC)c(OC)c1)C(=O)N(CC)CC (stereo unspecified)	?	-2.4%
Cc1oc(-c2ccc(Cl)cc2)nc1CS(=O)CC(=O)N1CCN(c2cccc(C(F)(F)F)c2)CC1 (stereo unspecified)	?	-1.1%
O=C(Cn1c(=O)c2cccn2c2ccccc21)NCc1ccccc1F	5%[46 µM]	0.3%
O=C(NCCc1ccc(Cl)cc1)C(=O)NCC(c1ccco1)S(=O)(=O)c1cccs1 (stereo unspecified)	1%[46 µM]	5.7%
Clc1cccc(-n2ncc3c(NC4CCCCCC4)ncnc32)c1	?	1.2%
O=C(CCSCc1cccc(Cl)c1)N1CCN(c2ccc(Cl)cc2)CC1	-10%[46 µM]	2.0%
CCN1CCN(C(c2ccc(C)cc2)c2sc3nc(-c4ccco4)nn3c2O)CC1 (stereo unspecified)	14%[46 µM]	2.4%
CCC(CC)C(=O)Nc1cccc(-c2nc3ccccc3s2)c1	-23%[46 µM]	1.6%
O=C(Nc1ccccc1C(=O)OCc1cc(=O)n2nc(C3CC3)sc2n1)c1ccc(Cl)cc1	-2%[46 µM]	9.5%
Nc1c(C(=O)NCCc2ccccc2)nnn1CC(=O)Nc1ccc(Cl)cc1	-1%[46 µM]	-1.3%
COc1ccc(Cn2ccc3nc(C)c(C(=O)N4CCN(c5cc(C)ccc5C)CC4)cc3c2=O)cc1	-10%[46 µM]	1.5%
CCCCc1nn2c(=O)cc(COC(=O)c3ccccc3NC(=O)c3ccccc3OC)nc2s1	-5%[46 µM]	-1.7%
O=C(COc1ccccc1F)Nc1ccc2nc(SCCOc3ccccc3)sc2c1	?	-1.6%
The results go on:
SMILES	Lamin A splicing	Epigenetic reg
COc1ccc(-c2nc3cc(NC(=O)COc4ccccc4C)ccc3o2)cc1	18%[46 µM]	1.6%
COc1cc(OC)c(NC(=O)CCS(=O)(=O)c2ccc3c(c2)oc(=O)n3C)cc1Cl	-1%[46 µM]	-1.3%
Cc1cccc(C(=O)Nc2ccc(N3CCC(N4CCCCC4)CC3)c(C(=O)O)c2)c1	14%[46 µM]	-0.5%
O=C1CC(c2nc(-c3ccccc3)no2)CN1c1ccccc1 (stereo unspecified)	-2%[46 µM]	1.1%
COc1ccc(-c2cn3c(n2)sc2cc(C(=O)NCCCN4CCCCCC4)ccc23)cc1	14%[46 µM]	0.0%
COc1ccc(-c2cc3c(=O)n(CC(=O)Nc4ccc(Br)c(C)c4)ccn3n2)cc1OC	23%[46 µM]	-2.2%
CCc1ccc(CN(Cc2ccco2)C(=O)c2cc(-c3ccc(Cl)cc3)on2)cc1	?	4.8%
COc1ccc(-c2nc(CSCC(=O)N3CCN(c4cccc(C)c4C)CC3)c(C)o2)cc1OC	-14%[46 µM]	0.0%
Cc1ccccc1Cn1c(C(=O)O)c(CNCc2cccc(F)c2)c2ccccc21	13%[46 µM]	-1.2%
CC(=O)c1cccc(NC(=O)C2CCCN(c3nnc(-n4cccc4)s3)C2)c1 (stereo unspecified)	-13%[46 µM]	-1.3%
CCN(CC)CCCNC(=O)c1ccc2nc(CCc3ccccc3)oc2c1	2%[46 µM]	6.8%
Cc1cccc(CC(=O)NCCc2sc3nc(-c4ccc(F)cc4)nn3c2C)c1	-3%[46 µM]	0.7%
CCC(Sc1nc2cc(OC)c(OC)cc2c(=O)n1CCc1ccc(Cl)cc1)C(=O)NCCOC (stereo unspecified)	10%[46 µM]	-1.3%
COc1cc(CNCCCSc2nnnn2C)cc(Br)c1OC	15%[46 µM]	-3.2%
O=C(CCS(=O)(=O)c1cc2c(cc1Cl)NC(=O)CO2)NCCc1ccccc1	16%[46 µM]	0.8%
CCOC(=O)C1CCN(C(c2ccc(C)cc2)c2sc3nc(-c4ccco4)nn3c2O)CC1 (stereo unspecified)	3%[46 µM]	2.4%
Cc1cc(C)cc(NC(=O)c2cc(S(=O)(=O)N3CCc4ccccc43)cn2C)c1	?	1.4%
Cc1ccc(/C=C/c2onc(C)c2S(=O)(=O)N2CCC(C(=O)N3CC(C)Oc4ccccc43)CC2)cc1 (stereo unspecified)	-15%[46 µM]	-1.7%
Cc1ccc(CSc2nnc3[nH]c(=O)cc(C)n23)cc1	2%[46 µM]	3.5%
CC(Oc1ccccc1)C(=O)OCc1cc(=O)n2nc(C(C)C)sc2n1 (stereo unspecified)	?	0.0%
CCCN1CCN(CCCNC(=O)c2ccc3c(c2)sc2nc(-c4ccc(C)cc4)cn23)CC1	-3%[46 µM]	1.1%
CC1CCN(C(=O)c2cnn(-c3ccc(Cl)cc3)c2C2CCN(C(=O)OC(C)(C)C)CC2)CC1	?	-0.2%
CCOc1cc2c(cc1OCC)C(CC(=O)OC)N(C(=O)Nc1cc(C)cc(C)c1)CC2 (stereo unspecified)	0%[46 µM]	-0.5%
Cc1ccc(Cn2ccnc2SCC(=O)Nc2ccc3c(c2)OCO3)cc1	-11%[46 µM]	-3.0%
CCOc1ccc(CNC(=O)CS(=O)(=O)c2cccc3nsnc23)cc1	14%[46 µM]	0.0%
Further compounds:
SMILES	Lamin A splicing	Epigenetic reg
CC1=C(C(N)=O)C(c2ccc(F)cc2)n2nc(-c3ccccc3Cl)nc2N1 (stereo unspecified)	?	-2.2%
CN(C)c1ccc(NC(=O)CSc2nc3ccsc3c(=O)n2CCCCCC(=O)O)cc1	-19%[46 µM]	1.3%
O=C(NCCc1ccc(Cl)cc1)c1ccc2c(c1)nc1n2CCOC1	-15%[46 µM]	-3.0%
COc1ccccc1CN1CCC(CNC(=O)c2cnn(-c3cccc(Cl)c3)c2C2CCN(C(=O)OC(C)(C)C)CC2)CC1	?	0.9%
COc1cccc(C(=O)Nc2ccc3nc(SCCOc4ccccc4)sc3c2)c1	24%[46 µM]	4.8%
Cc1ccc(CNS(=O)(=O)c2cc3c(cc2C)N(C)CCO3)cc1	7%[46 µM]	0.0%
Cc1ccc(CSc2nc3cccnc3n2Cc2ccc(C(=O)NCc3ccco3)cc2)cc1	-11%[46 µM]	7.0%
CCOc1ccccc1CNC(=O)c1sc2ncccc2c1-n1cccc1	0%[46 µM]	-1.7%
COc1ccc(NC(=O)c2cc(S(=O)(=O)N3CCCCCC3)cn2C)c(OC)c1	4%[46 µM]	1.7%
COc1ccc(-c2nnc(SCC(=O)NCCc3ccccc3)nc2-c2ccc(OC)cc2)cc1	10%[46 µM]	5.1%
Cc1c(Cl)cccc1NC(=O)CSc1nc(=O)n(Cc2ccncc2)c2c1CCC2	?	5.2%
COc1ccc(-n2ncc(C(=O)NCc3cccs3)c2C2CCN(C(=O)OC(C)(C)C)CC2)cc1	8%[46 µM]	-0.2%
Cc1ccc2sc(N3CCN(C(=O)CCS(=O)(=O)c4ccc(Cl)cc4)CC3)nc2c1C	?	4.9%
Cc1ccc(NS(=O)(=O)c2cnc(N)nc2)c(C)c1	?	0.0%
CCOc1ccc(CNC(=O)c2ccc3nc(CC)c(CC)nc3c2)cc1	6%[46 µM]	5.2%
COc1ccc(OC)c(CCNc2ncnc3onc(C)c23)c1	-2%[46 µM]	-1.3%
Cc1ccc(CNC(=O)c2ccc(CSCc3ccc(C)cc3)o2)cc1	-6%[46 µM]	4.1%
CCN1CCc2c(sc(-n3cccc3)c2C(C)NC(=O)Nc2cc(Cl)c(OC)cc2OC)C1 (stereo unspecified)	?	-0.4%
Cc1cccc(N2CCn3c2nc2c3c(=O)n(CCc3ccccc3)c(=O)n2C)c1	19%[46 µM]	0.0%
CCN1CCN(C(c2ccccc2)c2c(O)cc(C)n(Cc3ccco3)c2=O)CC1 (stereo unspecified)	-28%[46 µM]	-1.1%
Cc1cc(SCC(=O)NCc2ccccc2Cl)nc(=O)[nH]1	5%[46 µM]	0.7%
CCC(=O)N1CCc2cc(CNS(=O)(=O)c3cc(OC)ccc3OC)ccc21	?	?
COc1ccc(S(=O)(=O)NCCc2sc(C)nc2C)cc1	-2%[46 µM]	1.1%
Cc1ccccc1CN1CCCN(CC(=O)Nc2ccc(F)cc2)S1(=O)=O	?	0.8%
COc1ccc(CCN2CCC(CNC(=O)c3cnn(-c4cccc(Cl)c4)c3C3CCN(C(=O)OC(C)(C)C)CC3)CC2)cc1	?	3.4%

2 compounds picked at random from those above, as already listed:
SMILES	Lamin A splicing	Epigenetic reg
Cc1ccccc1CN1CCCN(CC(=O)Nc2ccc(F)cc2)S1(=O)=O	?	0.8%
COc1ccc(NC(=O)c2cc(S(=O)(=O)N3CCCCCC3)cn2C)c(OC)c1	4%[46 µM]	1.7%

3 of the compounds above, with each value named.
CCOc1ccccc1CNC(=O)c1sc2ncccc2c1-n1cccc1
  Lamin A splicing: 0%[46 µM]
  Epigenetic reg: -1.7%

CC1=C(C(N)=O)C(c2ccc(F)cc2)n2nc(-c3ccccc3Cl)nc2N1 (stereo unspecified)
  Lamin A splicing: ?
  Epigenetic reg: -2.2%

CCC(=O)N1CCc2cc(CNS(=O)(=O)c3cc(OC)ccc3OC)ccc21
  Lamin A splicing: ?
  Epigenetic reg: ?

Next section
SMILES	Lamin A splicing	Epigenetic reg
Cc1cc(Cl)ccc1NS(=O)(=O)c1c(C(=O)N2CCCCCC2)c(C)n(C)c1C	-11%[46 µM]	0.8%
Cc1ccc(C(=O)N2CCC(C)CC2)cc1NC(=O)c1nsc2ccccc12	-10%[46 µM]	-0.4%
Cn1cc(-c2cc3n(n2)CCC(=O)N3CC(=O)NCc2ccc(Cl)cc2)c2ccccc21	-11%[46 µM]	-1.7%
COc1ccc(-n2c(SCC(=O)Nc3ccc4c(c3)OCO4)nc3c([nH]c4ccccc43)c2=O)cc1	12%[46 µM]	0.0%
CC1=C(c2ccc(C)c(C)c2)S(=O)(=O)N=C1N1CCC(C(=O)NCc2ccc(N(C)C)cc2)CC1	3%[46 µM]	0.8%
Fc1ccc(N2CCN(c3ncnc4c3nc3n4CCCCC3)CC2)cc1	7%[46 µM]	-1.2%
CC(=O)C1=C(c2ccc(F)cc2)N(C(C)=O)n2c(nnc2C2CCCCC2)S1	?	5.5%
CCc1ccc(N2CCn3c2nc2c3c(=O)n(Cc3ccc(F)cc3)c(=O)n2C)cc1	21%[46 µM]	0.0%
CCOc1ccccc1NC(=O)NC(CC)c1c(-n2cccc2)sc2c1CCN(C)C2 (stereo unspecified)	-10%[46 µM]	-1.2%
CCOc1ccccc1NC(=O)C1=C(C)Nc2ncnn2C1c1ccccn1 (stereo unspecified)	3%[46 µM]	-0.6%
Cc1c(C(=O)Nc2ccccc2)sc2nc(-c3cc4ccccc4oc3=O)[nH]c(=O)c12	-9%[46 µM]	2.5%
O=C(c1ccc(Cl)cc1)N1CCN(CCc2ccncc2)CC1	?	-1.6%
CC1CCC(N2CC(=O)N(CCC3=CCCCC3)C(c3ccc(F)cc3)C2=O)CC1 (stereo unspecified)	-25%[46 µM]	0.6%
COc1cc([N+](=O)[O-])ccc1NC(=O)N1CCN(c2cc(-c3noc(C)n3)ccc2C)CC1	6%[46 µM]	8.3%
CCOc1cccc2sc(NC(=O)c3ccc(S(=O)(=O)N4CCCCC4)cc3)nc12	11%[46 µM]	2.3%
CCc1cccc(NC(=O)Cn2c(-c3ccc(F)cc3)cc(C(C)=O)c2C)c1	?	1.1%

Ordered by value in Epigenetic reg (descending): 4 of the compounds above
SMILES	Lamin A splicing	Epigenetic reg
COc1cc([N+](=O)[O-])ccc1NC(=O)N1CCN(c2cc(-c3noc(C)n3)ccc2C)CC1	6%[46 µM]	8.3%
CCOc1cccc2sc(NC(=O)c3ccc(S(=O)(=O)N4CCCCC4)cc3)nc12	11%[46 µM]	2.3%
CCc1ccc(N2CCn3c2nc2c3c(=O)n(Cc3ccc(F)cc3)c(=O)n2C)cc1	21%[46 µM]	0.0%
O=C(c1ccc(Cl)cc1)N1CCN(CCc2ccncc2)CC1	?	-1.6%

Screens from PubChem.
